Screens: PubChem BioAssay, several laboratories
Bcl-B displacement – displacers of TR3 peptide from Bcl-B, primary screen, selectivity assay for Bfl-1 inhibitor project, biochemical, fluorescence polarization; FP displacement of FITC-TR3 peptide from Bcl-B; higher % means a stronger effect; actives 0.11% (n = 96,000); one-dose displacement, % at 20 µM; IC50 in µM for titrated hits; AID 748;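 active = displacement above 50% at 20 µM plus a fluorescence interference ratio under 1.5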;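 also: plate controls were wells without compound for no effect and wells lacking Bcl-B protein for full effect; a part of the inactive calls stands beside numbers as strong as those of hits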
IL1B NFkB inh – blocks IL-1B driven NFkB nuclear translocation in HUVEC cells; HUVEC IL-1B NFkB p65 nuclear translocation imaging; inhibition, % at 2 µM; actives 0.43% (n = 94,000);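 active = inhibition above about 30% together with a positive call from visual inspection of the well image, limit read from the data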;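 also: nuclear over cytoplasmic p65 intensity ratio measured by imaging; 0% = IL-1B stimulated DMSO wells and 100% = unstimulated DMSO wells; values of inactives mirror those of a sister screen read the other way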
PLAP inhibition – PLAP enzyme inhibitors, biochemical, luminescence, HTS (AID 690); purified PLAP, luminescent substrate; higher % means a stronger effect; actives 0.08% (n = 96,000); one-dose inhibition, % at 20 µM; IC50 in µM for titrated hits; in the data active = a potency from the dose series; inactive = the rest, 99 in 100 with inhibition below about 30%; also: strong numbers were not always called active
IL1B NFkB pot – enhances IL-1B driven NFkB nuclear translocation; HUVEC IL-1B NFkB p65 nuclear translocation imaging; actives 0.3% (n = 94,000); activation, % at 2 µM; AID 819;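 active = activation above 40%, about the mean plus 3 SD, also judged a hit on visual image review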;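 also: percent activation is computed from the nuclear over cytoplasmic p65 intensity ratio; values of inactives mirror those of a sister screen read the other way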
MRP reversal – reverses drug resistance mediated by MRP; H69AR cells + 2 uM doxorubicin, CellTiter-Glo, 72 h; actives 0.04% (n = 85,000); differential viability (reversal), % at 10 µM;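 active = viability drop by adding the cancer drug above about 55%, with treated viability meeting a 40% cutoff, limit read from the data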;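 also: viability without doxorubicin minus viability with 2 µM doxorubicin for each compound; larger differential means the compound sensitizes cells more to doxorubicin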
MRP reversal cytotoxicity – further read-out of MRP reversal, marked with its call; viability, %; H69AR cells, CellTiter-Glo, 72 h; measured here: cytotoxicity without doxorubicin
MRP reversal with doxorubicin – recorded beside MRP reversal, whose call it bears; viability, %; measured here: viability with 2 uM doxorubicin; active compounds read low
IL1B NFkB inh cell count 2 µM – also measured in IL1B NFkB inh; calls as there; cell count; measured here: cells passing quality filter;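 raw number of nuclei counted in each imaged well without normalization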
IL1B NFkB pot cell count 2 µM – also measured in IL1B NFkB pot; calls as there; cell count; measured here: cells passing quality filter
Numbers without * were called inactive; / = not tested or not shown. Only part of the results is shown; count on the stated rates, not on these rows.

The line under a structure holds: Bcl-B displacement, IL1B NFkB inh, IL1B NFkB inh cell count 2 µM, PLAP inhibition, IL1B NFkB pot, IL1B NFkB pot cell count 2 µM, MRP reversal, MRP reversal cytotoxicity, MRP reversal with doxorubicin
1) COc1c(Cl)cc(Cl)cc1/C=N/n1cnnc1
→ 0.2%, 6.7, 35, -16.8%, -4.8, 35, /, /, /
2) CCCn1c(CN(C)Cc2ccccc2)nc2c1c(=O)n(C)c(=O)n2C
→ /, -7.6, 135, /, 7.6, 135, -7.0, 69.8, 76.8
3) CCCOc1cccc(-c2cc(-c3n[nH]c(=S)n3CC)c3ccccc3n2)c1
→ -2.4%, -0.9, 114, -42.6%, 0.9, 114, /, /, /
4) CCC1CCCCN1S(=O)(=O)c1ccc(S(=O)(=O)N2CCN(S(=O)(=O)CC)CC2)cc1 (stereo not drawn)
→ -0.8%, -16.4, 133, -9.7%, 16.4, 133, 0.2, 63.0, 62.8
5) CCCOc1ccccc1N/C(=N\S(=O)(=O)c1ccc(C)cc1)Nc1nc(C)cc(C)n1
→ /, -1.4, 123, /, 1.4, 123, /, /, /
6) O=C1C2CCCN2C(c2cccs2)N1c1ccc(Cl)cc1 (stereo not drawn)
→ -15.8%, -2.7, 156, 4.5%, 2.7, 156, 20.5, 99.1, 78.6
7) Cc1cccc(CSc2ncnc3c2cnn3Cc2ccccc2)c1
→ -6.0%, -3.8, 50, 21.3%, 3.8, 50, 1.6, 108.2, 106.6
8) CCC(C)(C)C1CCC(=NNC(=O)c2ccoc2C)CC1 (stereo not drawn)
→ -1.3%, -24.5, 146, 5.0%, 24.5, 146, /, /, /
9) COc1ccc(-c2noc(CCC(=O)NCc3cccnc3)n2)cc1OC
→ -1.7%, /, /, -14.0%, /, /, 2.6, 87.6, 85.0
10) COc1cc(C(c2nnnn2C2CCCC2)N2CCc3ccccc3C2)ccc1O (stereo not drawn)
→ 1.3%, -3.2, 76, -47.0%, 3.2, 76, -27.5, 40.4, 68.0
11) O=C(Nc1cccc(-c2nnn(CC(=O)N3CCc4ccccc4C3)n2)c1)C1CCC1
→ -35.6%, -27.7, 43, -125.6%, 27.7, 43, 1.8, 92.1, 90.3
12) CCOc1ccccc1NC(=O)Cn1nnc(C(=O)NCc2ccco2)c1N
→ -7.1%, 19.8, 127, 2.3%, -19.8, 127, -16.0, 26.1, 42.1
13) Cn1cnnc1SCC(=O)c1cc2ccccc2oc1=O
→ 5.1%, -15.4, 149, -47.7%, 15.4, 149, -5.6, 76.5, 82.1
14) CCn1c(SCC(=O)c2cc(C)n(-c3ccc(C(=O)OC)cc3)c2C)nnc1-c1cccnc1
→ 12.7%, -0.6, 154, -51.7%, 0.6, 154, -6.8, 93.3, 100.1
15) CCOc1ccc(Br)cc1S(=O)(=O)N1CC(C)OC(C)C1 (stereo not drawn)
→ -3.5%, 1.0, 118, -43.1%, -1.0, 118, 8.5, 94.6, 86.1
16) Cc1nc(SCC(=O)c2ccccc2)c([N+](=O)[O-])[nH]1
→ -13.8%, 4.1, 133, 12.1%, -4.1, 133, /, /, /
17) CCOC(=O)CN(C#N)c1nc(C)cc(C)n1
→ 9.8%, -6.8, 89, -7.1%, 6.8, 89, /, /, /
18) COc1cc(/C=C(\C#N)c2nc3c(s2)CC(C)CC3)ccc1O (stereo not drawn)
→ -242.8%, 1.0, 190, -11.6%, -1.0, 190, -10.9, 63.9, 74.8
19) CC(C)(C)SCCNC(=O)CSCc1ccc([N+](=O)[O-])cc1
→ -5.6%, -6.1, 145, -7.2%, 6.1, 145, /, /, /
20) COCCCn1c(Cc2ccccc2)nnc1SCC(=O)N1CCCCC1
→ -12.0%, 4.3, 122, -29.6%, -4.3, 122, 8.6, 96.0, 87.5
21) CC1(C)Oc2ccc(C(=O)N3CCOCC3)cc2N(CC(=O)Nc2ccccc2)C1=O
→ -1.2%, /, /, -44.8%, /, /, 12.7, 85.5, 72.8
22) COC(=O)c1ccsc1NC(=O)C1COc2ccccc2O1 (stereo not drawn)
→ -10.4%, 8.4, 167, 22.8%, -8.4, 167, 16.4, 90.5, 74.2
23) CCN(CC)CCNC(=O)C1CCC(=O)N(c2ccc(OC)cc2)C1c1ccc(F)cc1 (stereo not drawn)
→ -6.3%, -2.8, 112, -42.1%, 2.8, 112, /, /, /
24) CCn1c(COc2ccc(=O)n(-c3ccccc3)n2)nnc1SCc1ccccc1C
→ 0.0%, /, /, -24.0%, /, /, /, /, /
25) COc1ccccc1NC(=O)CSc1nc2ncccc2[nH]1
→ -6.3%, -3.7, 162, -73.5%, 3.7, 162, 8.6, 90.7, 82.2
26) COc1ccc(/C=C2/SC(=O)N(NS(=O)(=O)c3ccccc3)C2=S)cc1OC
→ -30.2%, 5.1, 45, -56.2%, -5.1, 45, -7.3, 87.7, 95.0
27) COc1ccc(C(=O)c2ccc(Cl)cc2Cl)cc1
→ 10.3%, 2.7, 151, 24.1%, -2.7, 151, -13.0, 62.1, 75.1
28) O=C(CCNS(=O)(=O)c1cccc2nsnc12)NCCC1=CCCCC1
→ -8.4%, /, /, -31.4%, /, /, -12.2, 83.4, 95.6
29) Cc1nc(/N=C(\N)NC(=O)c2ccccc2)nc2ccccc12
→ -6.2%, 3.0, 122, -1.1%, -3.0, 122, /, /, /
30) Cc1nn(-c2cc(N3CCNCC3)ccc2[N+](=O)[O-])c(=O)c2ccccc12
→ -6.3%, -15.4, 172, 10.0%, 15.4, 172, 15.6, 97.4, 81.8

Some of the entries so far, with bars between the fields.
No. | smiles | Bcl-B displacement | IL1B NFkB inh | IL1B NFkB inh cell count 2 µM | PLAP inhibition | IL1B NFkB pot | IL1B NFkB pot cell count 2 µM | MRP reversal | MRP reversal cytotoxicity | MRP reversal with doxorubicin
16 | Cc1nc(SCC(=O)c2ccccc2)c([N+](=O)[O-])[nH]1 | -13.8% | 4.1 | 133 | 12.1% | -4.1 | 133 | / | / | /
22 | COC(=O)c1ccsc1NC(=O)C1COc2ccccc2O1 (stereo not drawn) | -10.4% | 8.4 | 167 | 22.8% | -8.4 | 167 | 16.4 | 90.5 | 74.2

Further structures follow.
The line under a structure holds: Bcl-B displacement, IL1B NFkB inh, IL1B NFkB inh cell count 2 µM, PLAP inhibition, IL1B NFkB pot, IL1B NFkB pot cell count 2 µM, MRP reversal, MRP reversal cytotoxicity, MRP reversal with doxorubicin
31) COc1ccc2[nH]c(=O)c(CN(CCN(C)C)C(=O)NCc3ccccc3)cc2c1
→ 1.1%, -4.4, 138, -32.8%, 4.4, 138, 2.1, 87.8, 85.6
32) COc1ccc(C2CC(c3ccc(F)cc3)Nc3nc(N)nn32)cc1 (stereo not drawn)
→ -1.2%, /, /, -6.1%, /, /, 4.9, 83.9, 78.9
33) CCc1nnc(NC(=O)CN2CCN(c3nc(-c4ccccc4)cs3)CC2)s1
→ -75.1%, -22.0, 128, -111.9%, 22.0, 128, 12.4, 98.8, 86.4
34) Cc1ccc(S(=O)(=O)Cn2nnnc2C(CC(C)C)N2CCN(c3ccc(F)cc3)CC2)cc1 (stereo not drawn)
→ -7.4%, -3.4, 177, -13.5%, 3.4, 177, -7.3, 57.5, 64.8
35) Cc1ccc2nc(CSc3nnc(Cc4cccs4)n3C3CCCCC3)cc(=O)n2c1
→ 1.9%, -10.7, 109, -75.7%, 10.7, 109, -0.6, 99.5, 100.1
36) O=C(c1ccc(Cl)c(F)c1F)N1CCCC1
→ -6.6%, 5.2, 95, -9.5%, -5.2, 95, -5.3, 94.7, 100.0
37) CC(C)CCn1c(NCCN(C)C)nc2c1c(=O)[nH]c(=O)n2C
→ -2.4%, 4.9, 100, -21.2%, -4.9, 100, 1.3, 103.8, 102.5
38) COc1ccccc1CNC(=O)c1cc2sccc2n1C
→ 0.6%, /, /, 10.2%, /, /, 5.2, 90.4, 85.2
39) COC(=O)COc1ccc(S(=O)(=O)N2CCOCC2)cc1C
→ -2.3%, -2.5, 112, 16.4%, 2.5, 112, -13.6, 84.2, 97.8
40) CN1CCC(=NNC(=O)C(=O)NC2CCCCC2)CC1
→ -11.8%, -11.3, 173, -25.6%, 11.3, 173, -9.1, 90.6, 99.7
41) CC(C(=O)Nc1ncc2c(n1)CC(C)(C)CC2=O)N1C(=O)c2ccccc2C1=O (stereo not drawn)
→ 14.9%, -12.2, 102, -0.1%, 12.2, 102, 10.3, 102.3, 92.0
42) CC(=O)c1cccc(NC(=O)c2nccnc2C(=O)O)c1
→ -9.9%, 6.8, 98, 4.6%, -6.8, 98, 12.1, 96.1, 84.0
43) CC(C)Cn1c(-c2ccc(C#N)cc2)nc2c1c(=O)[nH]c(=O)n2CC(C)C
→ 5.0%, -4.5, 191, 13.9%, 4.5, 191, -5.9, 45.9, 51.8
44) OC1(c2cccc(F)c2)CCN(Cc2ccncc2)CC1
→ -2.6%, -1.6, 71, 14.3%, 1.6, 71, -3.9, 92.5, 96.4
45) COc1ccc(NC(=O)c2cc(F)cc(F)c2)cc1Cl
→ -6.4%, 12.6, 138, -24.8%, -12.6, 138, /, /, /
46) CS(=O)(=O)N(CCc1ccccc1)CC(=O)NCc1ccc2c(c1)OCO2
→ -8.1%, -32.7, 161, -2.8%, 32.7, 161, /, /, /
47) O=C1NC(=O)C2(CCc3ccccc32)N1 (stereo not drawn)
→ -2.2%, -37.3, 140, 13.1%, 37.3, 140, -8.9, 94.3, 103.2
48) CCc1nnc(SCCSc2nnc(CC)n2N)n1N
→ 2.0%, 5.4, 179, -20.1%, -5.4, 179, -3.5, 91.1, 94.6
49) Cc1ccc(S(=O)(=O)/C(C#N)=C/c2c[nH]c3ccccc23)cc1
→ -3.0%, -15.2, 133, -0.7%, 15.2, 133, /, /, /
50) Cc1sc2ncn(-n3c(C)ccc3C)c(=O)c2c1C
→ -12.1%, -15.8, 110, -42.0%, 15.8, 110, 23.4, 104.2, 80.8
51) CCCCNC(=O)c1cn(-c2ccc(OCC)cc2)c(=O)c2cc(OC)c(OC)cc12
→ -6.0%, -13.2, 181, -79.8%, 13.2, 181, 7.9, 85.2, 77.3
52) COC(=O)CN(c1ccc2c(c1)OCO2)S(C)(=O)=O
→ -3.1%, 8.1, 124, 11.4%, -8.1, 124, /, /, /
53) CN(C(=O)COC(=O)C1CCN(S(=O)(=O)c2cccs2)CC1)C1CCS(=O)(=O)C1 (stereo not drawn)
→ -5.5%, -0.2, 151, -2.8%, 0.2, 151, 7.8, 98.9, 91.1
54) Cn1nc([N+](=O)[O-])nc1Oc1ccccc1
→ 4.5%, -6.0, 124, -32.0%, 6.0, 124, -0.8, 96.6, 97.3
55) Cc1ccsc1/C=N/Nc1nc(Cl)c(Cl)cc1Cl
→ -29.7%, 3.2, 125, -35.8%, -3.2, 125, 2.3, 90.6, 88.3
56) O=c1[nH]c2ccccc2nc1-c1cccs1
→ 0.5%, 3.5, 202, -13.3%, -3.5, 202, 5.0, 76.7, 71.7
57) COc1ccccc1N1CCN(C(c2ccccc2Cl)c2nnnn2C(C)(C)C)CC1 (stereo not drawn)
→ -1.7%, -1.4, 130, -56.0%, 1.4, 130, /, /, /
58) CCN(c1ccc2c(c1)OCO2)S(=O)(=O)c1cc(Br)cc2c1N(C(C)=O)CC2
→ -0.3%, -5.9, 151, -11.5%, 5.9, 151, /, /, /
59) Cc1cc(NC(=O)c2cnn3cccnc23)no1
→ -7.1%, 3.2, 125, 10.6%, -3.2, 125, -13.4, 78.3, 91.7
60) COc1cc(C)c(C)cc1S(=O)(=O)N1CCN(Cc2ccc3c(c2)OCO3)CC1
→ -6.1%, -10.7, 138, -66.5%, 10.7, 138, 16.5, 105.6, 89.1
61) c1ccc(Cn2nnc3c(N4CCCCCC4)ncnc32)cc1
→ -4.1%, 0.3, 79, -45.1%, -0.3, 79, -17.2, 66.2, 83.3
62) CC(C)c1ccc(Nc2nc(NCc3ccco3)nc(N3CCOCC3)n2)cc1
→ -5.5%, -5.6, 152, 9.3%, 5.6, 152, /, /, /
63) CCCc1cc(-c2n[nH]c(=S)n2Cc2ccccc2)cs1
→ 7.5%, 9.2, 206, -5.2%, -9.2, 206, /, /, /
